# High-throughput results as filed in PubChem.
# SMN2 splice up = enhancers of SMN2 splice variant expression. HEK293 SMN2-luciferase splicing reporter, luminescence, 30-36 h. hit rate 2.8% among 210,000. Potency, µM (titrated, usually from 46.1 µM), inactives show at the highest dose activity change, positive = activation, most hits filed as activators; further: % of control where 0% means no effect; nearly all actives have a fitted effect of over 55% in size
#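 qHTS luciferase splicing reporter: luminescence rises when SMN2 exon 7 is included in transfected HEK293 cells. Compound exposure lasted 30-36 h at 37C, with 4.5 mM final sodium butyrate as control, followed by a ONE-Glo read.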
# GAA glycogen mod = inhibitors or activators of human alpha-glucosidase glycogen cleavage | P10253 | recombinant GAA, glycogen substrate, Amplex Red glucose oxidase fluorescence | Potency, µM (top dose mostly 76.4 µM), without a hit: top-dose activity change, negative = inhibition, actives largely listed as inhibitors | hit rate 0.38% among 300,000;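 further: 0% = full enzyme reaction and -100% = no-enzyme basal signal; the screen sought inhibitors and activators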
#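 Recombinant human alpha-glucosidase (4 nM final) hydrolysed bovine liver glycogen (30 ug) for 40 min at 37 C in pH 5.0 citrate/phosphate with 0.01% Tween-20. Released glucose detected by glucose oxidase/Amplex Red, Ex 573/Em 610 nm. Compounds up to 77 uM; AC50 from Hill fits.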
# Numbers without * were called inactive; ? = inconclusive; · = no result given; & = joins results of further samples; [ ] = dose if it differs, or a comment. The call rests on the fitted dose curve; in most records, active means well fitted curve in the direction sought with a large enough effect; inconclusive means small, poorly fitted or top-dose-only effect, or another doubt; inactive means no such curve, though single readings can be large; an effect the other way counts as inactive or inconclusive. Potency means the concentration at half of the fitted maximal effect. Only part of the results is shown, so the mix of outcomes need not match the whole.
SMN2 splice up,GAA glycogen mod,molecule
-5%,-13%[76.3 µM],COc1ccc(-c2cc(OC(=O)c3ccc(Cl)cc3)c3c(C)oc(C)c3c(=O)c2)cc1
8%,-9%[76.3 µM],CCOc1ccc(NC(=O)N2CCC(N3CCCCC3)CC2)cc1
3%,-5%[76.3 µM],O=C(c1ccc2c(c1)N(Cc1ccc(Cl)cc1)C(=O)c1ccccc1S2(=O)=O)N1CCOCC1
20%,16%[76.3 µM],CCCN(c1ccc(C(C)C)cc1)S(=O)(=O)c1ccc2c(c1)n(C)c(=O)c(=O)n2C
?,-4%[76.3 µM],O=C(CSc1cn(CCNC(=O)c2c(F)cccc2F)c2ccccc12)Nc1ccc(F)cc1
-2%,12%[76.3 µM],Cc1cccc(N2CC(c3nc4ccc(C)cc4[nH]3)CC2=O)c1 (configuration not stated)
4%,?,Cc1cc(S(=O)(=O)Nc2ccc(O)c(Sc3nc4ccccc4s3)c2)ccc1Cl
-2%,-7%[76.3 µM],COc1cc(C2C(C(=O)Nc3ccc(C)cc3C)=C(C)Nc3nc(SCc4ccccc4)nn32)cc(OC)c1OC (configuration not stated)
-6%,?,Cc1ccc(NC(=O)Nc2cccs2)c(C)c1
0%,7%[76.3 µM],Fc1ccccc1N1CCN(c2nccn3nc(-c4ccc(Br)cc4)cc23)CC1
-35%[inhibitor],0%[76.3 µM],CCCCN(C)CCNC(=O)c1ccc2c(=O)n(CCc3ccccc3)c(=O)[nH]c2c1
-5%,?,CCOc1cc(C2C(C(=O)OC)=C(C)NC3=C2C(=O)c2ccccc23)cc(Cl)c1O (configuration not stated)
2%,-8%[76.3 µM],Cc1cc2ccccc2n2c(SCC(=O)Nc3cccc(C(F)(F)F)c3)nnc12
6%,1%[76.3 µM],Cc1ccc(NC(=O)Cn2nnc(C(=O)NCCc3ccccc3)c2N)cc1
3%,·,Cc1cc(-c2nc3ncccc3o2)ccc1NC(=O)c1ccc(Cl)cc1
-1%,12%[76.3 µM],COc1cc(OC)cc(C(=O)N2CCN(C(=O)COc3ccc(C)cc3)CC2)c1
-4%,10%[76.3 µM],Cc1ccc(Cl)cc1N1CCN(C(=O)C2CCN(Cc3nc(-c4ccc(Cl)cc4)oc3C)CC2)CC1
9%,-6%[76.3 µM],O=C(NCCc1ccccc1)c1ccc2c(c1)CCN2S(=O)(=O)c1ccc(Cl)cc1
-5%,8%[76.3 µM],CC(=O)c1cccc(NS(=O)(=O)c2ccc3c(c2)NC(=O)CC(=O)N3)c1
-2%,-4%[76.3 µM],Cc1ccccc1NC(=O)c1c(NC(=O)c2ccccc2F)sc2c1CCC(C)C2 (configuration not stated)

# Record cards (already shown). Order of values: SMN2 splice up, GAA glycogen mod
# Cc1cc(S(=O)(=O)Nc2ccc(O)c(Sc3nc4ccccc4s3)c2)ccc1Cl in the list: 4%, ?
# Cc1ccc(Cl)cc1N1CCN(C(=O)C2CCN(Cc3nc(-c4ccc(Cl)cc4)oc3C)CC2)CC1 in the list: -4%, 10%[76.3 µM]
# CCOc1cc(C2C(C(=O)OC)=C(C)NC3=C2C(=O)c2ccccc23)cc(Cl)c1O (configuration not stated) in the list: -5%, ?
# COc1cc(C2C(C(=O)Nc3ccc(C)cc3C)=C(C)Nc3nc(SCc4ccccc4)nn32)cc(OC)c1OC (configuration not stated) in the list: -2%, -7%[76.3 µM]
# Fc1ccccc1N1CCN(c2nccn3nc(-c4ccc(Br)cc4)cc23)CC1 in the list: 0%, 7%[76.3 µM]

# Further compounds follow:
SMN2 splice up,GAA glycogen mod,molecule
9%,-6%[76.3 µM],CCCSc1ncc(Cl)c(C(=O)Nc2c(C(=O)c3ccc(C)cc3)oc3ccccc23)n1
-11%,3%[76.3 µM],Cn1c(=O)c2c(nc(Oc3ccc(C#N)cc3)n2Cc2ccc(Cl)cc2Cl)n(C)c1=O
-15%,-3%[76.3 µM],COc1ccc2c(C)c(CCC(=O)NCCc3ccccc3)c(=O)oc2c1
20%,?,COc1ccc(Nc2oc(/C=C/c3ccccc3OC)nc2C#N)cc1
-5%,-12%[76.3 µM],COc1ccc(-c2cc(C(F)(F)F)n3nc(-c4ccc(Cl)cc4)cc3n2)cc1OC
11%,·,Cc1ccccc1CN1C(=O)c2ccccc2S(=O)c2ccc(C(=O)NCc3ccco3)cc21 (configuration not stated)
-8%,-12%[76.3 µM],COc1ccc(Cn2c(=O)[nH]c3cc(C(=O)N4CCN(c5cccc(OC)c5)CC4)ccc3c2=O)cc1
-14%,-3%[76.3 µM],Cc1ccc(S(=O)(=O)c2cn(CC(=O)Nc3ccc(F)cc3)c3cc4c(cc3c2=O)OCO4)cc1
13%,12%[76.3 µM],O=C(c1ccc(Cl)cc1)n1nc(-c2ccccc2)nc1NCc1ccco1
13%,-4%[76.3 µM],Cc1ccc(C)c(Cn2c(C(C)NC(=O)c3ccccc3)nc3ccccc32)c1 (configuration not stated)
-69%[inhibitor],2%,CCN(CC)CCNC(=O)c1cc2c(-c3cccc(OC)c3)nn(C)c2s1
-25%,-3%[76.3 µM],COC(=O)c1ccc(C2c3c(-c4ccc(Br)cc4)n[nH]c3C(=O)N2c2ccc(Cl)cc2)cc1 (configuration not stated)
-1%,3%[76.3 µM],CC(C)c1ccc(NC(=O)Cn2nnc(C(=O)NCc3cccs3)c2N)cc1
10%,-21%[76.3 µM],COc1ccc(C2C(C(N)=O)=C(C)Nc3nc(-c4ccccc4Cl)nn32)cc1 (configuration not stated)
-1%,2%[76.3 µM],O=C(/C=C/c1ccccc1)Nc1cc(-c2nc3cc(Cl)ccc3o2)ccc1Cl
4%,-4%[76.3 µM],Cc1csc2nc(COc3ccccc3NC(=O)c3ccc(C(C)(C)C)cc3)cc(=O)n12
-6%,-8%&5%[76.3 µM],Cn1c(=O)oc2cc(S(=O)(=O)N3CCC(C(=O)NCc4ccccc4)CC3)ccc21
14%,-12%[76.3 µM],COc1ccccc1C(=O)Oc1c(Sc2ccccc2)c(C)nn1-c1ccccc1
-7%,-17%[76.3 µM],CCOC(=O)c1cnn(-c2ccc(OC)cc2)c1C1CCN(C(=O)OC(C)(C)C)CC1
5%,-16%[76.3 µM],Cc1oc(-c2ccccc2Cl)nc1CS(=O)CC(=O)NCc1ccccc1Cl (configuration not stated)
-3%,7%[76.3 µM],COc1cc(C2CC(=O)c3cnc(N4CCN(CCO)CC4)nc3C2)cc(OC)c1OC (configuration not stated)
-4%,5%,O=C(Cn1ccc2ccccc2c1=O)NCCC(=O)Nc1ccc(F)cc1F
-1%,-16%[76.3 µM],Cc1ccc(N(CC(=O)N2CCN(c3ccc(Cl)cc3)CC2)S(=O)(=O)c2c(C)noc2C)cc1
?,12%[76.3 µM],CCc1ccccc1NC(=O)c1cc2nc(-c3ccc(OC)c(OC)c3)cc(C(F)(F)F)n2n1
-9%,14%[76.3 µM],Cc1ccc(Cl)cc1NC(=O)Cn1c(=O)n(CCC(=O)NCc2ccc3c(c2)OCO3)c(=O)c2sccc21
-14%,-9%[76.3 µM],COc1ccccc1CNC(=O)c1ccc2c(c1)CCN2S(=O)(=O)c1ccc(Cl)cc1
-5%,6%[76.3 µM],CC1=C(C(=O)N2CCCCC2)C(c2cccc(Cl)c2)n2c(nc3ccccc32)N1 (configuration not stated)
-8%,-18%[76.3 µM],COc1cc(C)c(Cl)cc1S(=O)(=O)NCCc1c(C)[nH]c2ccccc12
-14%,6%[76.3 µM],COC(=O)c1c(NC(=O)COc2cc(C)ccc2C(C)C)sc2c1CCC(C)C2 (configuration not stated)
-2%,-22%[76.3 µM],CC(C)CCNC(=O)c1cn(C)c2ccc(S(=O)(=O)N3CCCC3)cc2c1=O
-3%,9%[76.3 µM],CCc1ccccc1N(CC)C(=O)C(=O)Nc1ccc2nc3n(c(=O)c2c1)CCCCC3
-28%,-12%[76.3 µM],O=C(c1ccc(CSc2nc3ccncc3n2Cc2ccccc2)cc1)N1CCCCCC1
-19%,10%[76.3 µM],COc1ccc(Nc2cc(C(=O)NC3CCCC3)c3ccccc3n2)cc1
-6%,3%[76.3 µM],CCc1nn(C(CC)C(=O)NCc2ccc(F)cc2)c(=O)c2cc3occc3n12 (configuration not stated)
-21%,0%[76.3 µM],Cc1ccc(-c2noc(CNS(=O)(=O)c3ccc(F)cc3)n2)cc1
-12%,17%[76.3 µM],COc1ccccc1NC(=O)CSc1nc2c(oc3ccccc32)c(=O)n1Cc1ccco1
-4%,-13%[76.3 µM],Cc1cc(N2CCCCC2)nc2ccc(NC(=O)/C=C/c3ccccc3Cl)cc12
-1%,11%[76.3 µM],CCN(CCCNC(=O)CSc1cc(=O)n(C)c2cc(Cl)ccc12)c1ccccc1
20µM*,14%[76.3 µM],CCOc1ccc2nc(N3CCCC(C(=O)Nc4ccc(OC)c(Cl)c4)C3)sc2c1 (configuration not stated)
-3%,12%[76.3 µM],CCc1ccc(-n2nc3ccc(NC(=O)c4ccc(C#N)cc4F)cc3n2)cc1
4%,-22%[76.3 µM],CCOC(=O)c1cnc2c(ccc3ccccc32)c1Nc1ccc(OC)cc1OC
-10%,-5%[76.3 µM],CCOC(=O)C1CCCN(C(=O)Cn2nc(CC)n3c(cc4occc43)c2=O)C1 (configuration not stated)
-3%,-25%[76.3 µM],Cc1ccc(Nc2c(C(C)C)c(C)c(C#N)c3nc4ccccc4n23)cc1
4%,14%[76.3 µM],Cc1ccc(NC(=O)Cn2cc(S(=O)(=O)c3ccc(C)cc3)c(=O)c3cc4c(cc32)OCO4)cc1
5%,-9%[76.3 µM],CCOc1ccc(NC(=O)c2c(NC(=O)Cc3ccccc3)sc3c2CCCC3)cc1
-9%,-14%[76.3 µM],Cc1ccc(-c2c(C(=O)N3CCN(c4ccc(F)cc4)CC3)oc(=O)c3ccccc23)cc1
?,2%[76.3 µM],Cc1ccc(C)c(CN2C(=O)c3ccccc3S(=O)(=O)c3ccc(C(=O)N4CCN(c5ccccn5)CC4)cc32)c1
1%,16%[76.3 µM],COc1cccc(C2CC(=O)Nc3c2c(=O)n(C)c2ncnn32)c1OC (configuration not stated)
?,8%,CCc1cccc(NC(=O)Cn2c(=O)n(CCC(=O)NCC3CCCO3)c(=O)c3cc(OC)c(OC)cc32)c1 (configuration not stated)
-9%,11%[76.3 µM],O=C(c1cc(=O)c2cc(Cl)ccc2o1)N(Cc1ccccc1)C1CCS(=O)(=O)C1 (configuration not stated)
2%,5%[76.3 µM],Cc1cccc(NC(=O)C(Cc2ccccc2)NS(=O)(=O)c2ccc3c(c2)c(=O)n(C)c(=O)n3C)c1 (configuration not stated)
-3%,0%[76.3 µM],O=C(Nc1c(O)c2ccccc2oc1=O)c1ccccc1Cl
11%,16%[76.3 µM],O=C(Oc1ccc(F)cc1)c1nc(SCc2ccccc2F)ncc1Cl
-2%,3%,Cc1ccc(CN2CCC(CNC(=O)Nc3ccccc3F)CC2)cc1
?,8%[76.3 µM],COc1ccccc1NC(=O)c1ccc(COc2ccc(C)c(C)c2)o1
-8%,2%,COc1ccc(C)cc1NC(=O)C1CCN(S(=O)(=O)c2cccc3nonc23)CC1
-6%,-1%[76.3 µM],CCC(=O)N1CCc2cc(S(=O)(=O)NC(C(=O)NCCc3ccc(C)cc3)C(C)C)ccc21 (configuration not stated)
1%,7%[76.3 µM],Cc1cc(C)c2c(=O)c3c(oc2c1)C(=O)N(Cc1ccco1)C3c1ccc(F)cc1 (configuration not stated)
-2%,-4%[76.3 µM],COc1ccc(-c2c(C#N)c(SCC(=O)Nc3ccccc3C)nc(C)c2C(=O)Nc2ccccc2)cc1OC
-3%,-15%&14%[76.3 µM],CCn1cc(C(=O)N2CCN(c3ccccc3)CC2)c(=O)c2cc(S(=O)(=O)N3CCOCC3)ccc21

# (more compounds)
SMN2 splice up,GAA glycogen mod,molecule
7%,-18%[76.3 µM],O=C(NC1CCCCC1)c1ccc(CSc2nc3ccncc3n2Cc2ccccc2F)cc1
-3%,7%[76.3 µM],Cc1ccc(C)c(CN2C(=O)c3ccccc3S(=O)(=O)c3ccc(C(=O)N4CCc5ccccc54)cc32)c1
?,15%[76.3 µM],COc1ccc(-n2cc(-c3ccc4c(c3)OCO4)n(CC(=O)Nc3cc(Cl)ccc3C)c2=O)cc1
-25%,-4%[76.3 µM],Cc1ccc2c(=O)cc(C(=O)NCc3ccccc3)oc2c1
6%,-12%[76.3 µM],CC(C)Sc1nc2sc3c(c2c(=O)n1-c1ccccc1)CCCC3
-6%,7%[76.3 µM],Cc1oc(-c2ccccc2F)nc1CN1CCC(C(=O)NCCc2ccccc2)CC1
18%,-10%[76.3 µM],COc1ccc2[nH]cc(CCN=C(NC(=O)c3ccccc3C)Nc3nc(C)cc(C)n3)c2c1
-5%,3%[76.3 µM],CCOc1ccc(S(=O)(=O)N(CC(=O)Nc2ccc3c(c2)OCO3)c2ccc(C)cc2)cc1

# 3 entries picked at random from the list so far, as already listed:
SMN2 splice up,GAA glycogen mod,molecule
-11%,3%[76.3 µM],Cn1c(=O)c2c(nc(Oc3ccc(C#N)cc3)n2Cc2ccc(Cl)cc2Cl)n(C)c1=O
-25%,-3%[76.3 µM],COC(=O)c1ccc(C2c3c(-c4ccc(Br)cc4)n[nH]c3C(=O)N2c2ccc(Cl)cc2)cc1 (configuration not stated)
-5%,-13%[76.3 µM],COc1ccc(-c2cc(OC(=O)c3ccc(Cl)cc3)c3c(C)oc(C)c3c(=O)c2)cc1
